# TDP1 cell noCPT: qHTS for Inhibitors of human tyrosyl-DNA phosphodiesterase 1 (TDP1): qHTS in cells in absence of CPT; DT40 Tdp1-/- hTDP1 cells, no CPT, ATP luminescence, 48 h; Potency, µM (doses to about 46.2 µM), inactives show top-dose activity change, negative = growth inhibition, hits mostly inhibitors; 420,000 tested, 15% active; AID 686978, 2013; also: nearly all actives have a fitted effect of over 55% in size
#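 Cells were dispensed at 400 per well, compounds added by pin tool, plates incubated ≥48 hr at 37 °C, then CellTiter-Glo added for 30 min at room temperature before luminescence reading. Line: DT40 Tdp1-/- complemented with hTDP1; camptothecin omitted.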
# TDP1 inh: blocks human tyrosyl-DNA phosphodiesterase 1. recombinant TDP1, AlphaScreen DNA substrate cleavage. Potency, µM (series often up to 130 µM), for the others: at the highest dose activity change, negative = inhibition, usual class: inhibitors. 350,000 tested, 0.28% active. Q9NUW8; also: nearly all actives have a fitted effect of over 40% in size
# Target sequence (Q9NUW8 whole entry, looked up): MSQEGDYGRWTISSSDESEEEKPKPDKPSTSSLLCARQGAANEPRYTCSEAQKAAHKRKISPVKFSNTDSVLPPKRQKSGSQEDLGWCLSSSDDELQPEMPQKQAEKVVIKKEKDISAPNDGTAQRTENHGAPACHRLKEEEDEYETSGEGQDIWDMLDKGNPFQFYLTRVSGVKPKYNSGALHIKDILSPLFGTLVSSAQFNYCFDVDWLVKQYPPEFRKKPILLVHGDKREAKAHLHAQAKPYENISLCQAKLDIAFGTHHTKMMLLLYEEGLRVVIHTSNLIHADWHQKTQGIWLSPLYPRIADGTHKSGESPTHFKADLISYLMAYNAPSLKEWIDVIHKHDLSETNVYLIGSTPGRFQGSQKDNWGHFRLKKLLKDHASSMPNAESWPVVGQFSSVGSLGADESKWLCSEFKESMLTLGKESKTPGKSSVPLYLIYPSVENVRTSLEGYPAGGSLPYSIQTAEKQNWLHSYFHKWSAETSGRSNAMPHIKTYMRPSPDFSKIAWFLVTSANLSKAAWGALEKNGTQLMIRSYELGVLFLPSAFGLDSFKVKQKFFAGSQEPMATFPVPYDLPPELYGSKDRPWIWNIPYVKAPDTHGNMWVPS
#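 Steps: enzyme plus compound, 15 min RT; add biotin/phosphotyrosine-FITC oligonucleotide (15 nM final), react 5 min; add donor/acceptor beads (10 ug/ml final), 10 min; read AlphaScreen. Tdp1 at 1 nM final.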
# DT40 TDP1 CPT: growth inhibition of DT40 Tdp1-/-;hTDP1 cells with camptothecin (screen for TDP1 inhibitors). 420,000 tested, 12% active. Potency, µM (series often up to 46.2 µM), for inactives: at the top dose activity change, negative = growth inhibition, hits mostly inhibitors. chicken DT40 Tdp1-/-;hTDP1 cells + 20 nM CPT, ATP luminescence, 48 h; also: nearly all actives have a fitted effect of over 55% in size
#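 Chicken DT40 Tdp1-/- cells complemented with human TDP1, 400 cells/well, exposed to compounds plus 20 nM camptothecin for at least 48 h at 37 C; viability read as ATP content by CellTiter-Glo luminescence.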
# Numbers without * were called inactive; u = inconclusive; x = no result given; & = joins results of further samples; [ ] = another dose, or the depositor's remark. Calls follow the shape of the dose curve; as a rule, active = well fitted curve in the direction sought with a large enough effect; inconclusive = small, poorly fitted or top-dose-only effect, or another doubt; inactive = no such curve, though single readings can be large; an effect the other way counts as inactive or inconclusive. % is scaled to controls: 0 for no effect and ±100 for the full control effect; potency is read from the fitted curve at half-maximal effect.
[1] c1csc(CNCCCN2CCOCC2)c1
[2] Cc1ccc2c(=O)cc(C(=O)Nc3ccc(S(=O)(=O)Nc4nc(C)cc(C)n4)cc3)oc2c1
[3] CC(=O)N(\C=C/C=C/C=C1\Sc2ccccc2C1=O)c1ccccc1
[4] Cc1cccc(OCCCC(=O)Nc2sc3c(c2C(N)=O)CCC(C)C3)c1 (centres undefined)
[5] COc1ccc(CNC(=O)C(=O)NCCC2CCCCN2S(=O)(=O)c2ccc(C)cc2)cc1 (centres undefined)
[6] O=C(Nc1cccc(F)c1)N1CC2(CCN(C(=O)c3ccco3)CC2)C1
assay / compound | 1 | 2 | 3 | 4 | 5 | 6
TDP1 cell noCPT | 5% | -26% | 13µM* | u | 26µM* | -7%
TDP1 inh | 2% | 4% | 2% | -10%[12.3 µM] | -1% | x
DT40 TDP1 CPT | 0% | -9% | 29µM* | u | 16µM* | -8%

# Entries by screen from above.
# DT40 TDP1 CPT for nos. 1 to 6, in order: 0%, -9%, 29µM*, u, 16µM*, -8%

# (more compounds)
[7] COc1ccc(CC(=O)Nc2nc(C)cs2)cc1
[8] CC(C)(C)NC(=O)Cn1cnc2cc([N+](=O)[O-])ccc2c1=O
[9] Cc1ccc(NC(=S)NC(CO)C(O)c2ccc([N+](=O)[O-])cc2)cc1 (centres undefined)
[10] C[C@H]1[C@@H](c2ccccc2)Oc2ccc(Cl)cc2S(=O)(=O)N1Cc1ccc(F)cc1F
[11] CC(=O)c1ccc(NC(=O)CSc2nc(=O)n(Cc3ccncc3)c3c2CCC3)cc1
[12] CC(=O)C1C(=O)c2c(cccc2[N+](=O)[O-])C1=Nc1cccc(Cl)c1 (centres undefined)
assay / compound | 7 | 8 | 9 | 10 | 11 | 12
TDP1 cell noCPT | 12% | 2% | -18% | u | -3% | u
TDP1 inh | 5% | 2% | -3% | x | 3% | x
DT40 TDP1 CPT | 7% | 5% | 26% | u | -5% | 8%

[13] Cc1ccc(S(=O)(=O)N2CCN(C(=O)CSc3n[nH]c(N)n3)CC2)c(C)c1
[14] Cc1ccc(N2CC(C(=O)Nc3cc(C)ccc3F)CC2=O)cc1 (centres undefined)
[15] Cc1ccc([N+](=O)[O-])cc1NC(=O)c1cccs1
[16] Cc1cccc(NC(=O)CSc2nc(N)c(NC(=O)c3cccs3)c(=O)[nH]2)c1
[17] CCCOC(=O)CSc1nc(N)c(C#N)c(CC)c1C#N
[18] CCOC(=O)c1cnc2c(Cl)cc(Cl)cc2c1Nc1cc(C(=O)O)ccc1C
assay / compound | 13 | 14 | 15 | 16 | 17 | 18
TDP1 cell noCPT | -3% | -8% | -8% | -29% | -13% | u
TDP1 inh | -1% | -2% | 2% | -3% | -3% | x
DT40 TDP1 CPT | 4% | -1% | -2% | -12% | -3% | u

[19] Cc1nc(SCC(N)=O)[nH]c(=O)c1CCC(C)C
[20] Cc1ccc(N=Nc2c(C)[nH][nH]c2=O)c(C)c1
[21] Cc1ccc(S(=O)(=O)N2CCC(=O)N([C@H](COCc3ccc(C(F)(F)F)cc3)C(C)C)CC2)cc1
[22] CCOc1ncccc1C(=O)OCC(=O)c1ccc[nH]1
[23] Cc1cc(C(=O)N/N=C/c2cc(Cl)cc([N+](=O)[O-])c2O)c2ccccc2n1
[24] O=C(Nc1ccccc1)/C(=C\c1cccs1)NC(=O)c1ccccc1
assay / compound | 19 | 20 | 21 | 22 | 23 | 24
TDP1 cell noCPT | -12% | -19% | u | u | u | 4%
TDP1 inh | 5% | 9% | x | -1% | 0% | 5%
DT40 TDP1 CPT | 3% | -22% | u | 9% | u | 4%

# Look-ups from the list:
# Entry of compound 20 in TDP1 inh: 9%
# Entry of compound 9 in TDP1 inh: -3%
# Entry of compound 7 in TDP1 inh: 5%
# Entry of compound 1 in TDP1 cell noCPT: 5%
# Entry of compound 11 in TDP1 inh: 3%

# Continued.
[25] CCN(C(=O)COC(=O)/C=C/c1cccc([N+](=O)[O-])c1)c1c(N)n(Cc2ccccc2)c(=O)[nH]c1=O
[26] Cc1ccc(OCC(=O)N2CCN(C(=O)c3ccncc3)CC2)cc1
[27] COc1ccccc1NS(=O)(=O)c1cc(NC(=O)C2CCCC2)ccc1N1CCOCC1
[28] CCc1ccc2nc3c(c(C(=O)O)c2c1)CCC3
[29] CN(C)CCOc1ccc2c(c1)C(=O)C(=Cc1ncc([N+](=O)[O-])n1C)C2
[30] CC(Sc1nnnn1C1CCCC1)C(=O)Nc1cccc(S(=O)(=O)N2CCOCC2)c1 (centres undefined)
assay / compound | 25 | 26 | 27 | 28 | 29 | 30
TDP1 cell noCPT | u | -5% | u | -4% | 0.13µM* | u
TDP1 inh | -4% | 1% | -2% | -1% | x | 0%
DT40 TDP1 CPT | u | 8% | 15µM* | -9% | 0.15µM* | u

[31] COc1ccc(NS(=O)(=O)c2cc3c4c(c2)CC(=O)N4CCC3)cc1Cl
[32] Fc1ccc(-c2nc3c(Cl)cc(C(F)(F)F)cn3c2Cl)cc1
[33] CN1CCN(CCCNc2c(C=O)c(=O)[nH]c3ccccc23)CC1
[34] O=C(CC1NCCN(Cc2ccccc2)C1=O)Nc1ccccc1 (centres undefined)
[35] Cc1ccc(-n2c(SCCC(C)C)nc3sc4c(c3c2=O)CC(C)(C)OC4)cc1
[36] CC(NC(=O)CCSCc1ccccc1F)c1ccccc1 (centres undefined)
assay / compound | 31 | 32 | 33 | 34 | 35 | 36
TDP1 cell noCPT | u | -1% | 6% | -7% | -9% | u
TDP1 inh | 0% | -3% | x | 3% | x | 3%
DT40 TDP1 CPT | u | 4% | 6% | -3% | -28% | 2%&-5%

[37] COc1ccc(-c2cccc(NS(=O)(=O)c3cc(C)c(Cl)cc3C)c2)nn1
[38] O=C(c1ccc2ccccc2c1)N1CCOCC1
[39] COc1cc(C(=O)NCCc2ccccc2)ccc1OCC(=O)N1CCOCC1
[40] Cc1ccccc1NC(=O)C1CCN(c2cnccn2)CC1
[41] CNC(=O)C1=C(C)Nc2nc3ccccc3n2C1c1cccc(OC)c1 (centres undefined)
[42] COc1ccc(NC(=O)CCCC(=O)c2ccccc2)cc1
assay / compound | 37 | 38 | 39 | 40 | 41 | 42
TDP1 cell noCPT | 23µM* | -9% | 26% | -15% | -20% | -7%
TDP1 inh | 4% | -4% | 0% | 5% | 7% | x
DT40 TDP1 CPT | 13µM* | -10% | 5% | 10% | 4% | 5%

# 4 entries drawn at random from the list so far:
[39] COc1cc(C(=O)NCCc2ccccc2)ccc1OCC(=O)N1CCOCC1
[42] COc1ccc(NC(=O)CCCC(=O)c2ccccc2)cc1
[41] CNC(=O)C1=C(C)Nc2nc3ccccc3n2C1c1cccc(OC)c1 (centres undefined)
[40] Cc1ccccc1NC(=O)C1CCN(c2cnccn2)CC1
assay / compound | 39 | 42 | 41 | 40
TDP1 cell noCPT | 26% | -7% | -20% | -15%
TDP1 inh | 0% | x | 7% | 5%
DT40 TDP1 CPT | 5% | 5% | 4% | 10%

# The listing picks up; the 2 compounds before the break are reprinted first.
[41] CNC(=O)C1=C(C)Nc2nc3ccccc3n2C1c1cccc(OC)c1 (centres undefined)
[42] COc1ccc(NC(=O)CCCC(=O)c2ccccc2)cc1
[43] Cc1cccc2c(N3CCCC3)nc(CNS(=O)(=O)c3ccccc3Cl)nc12
[44] O=S(=O)(Nc1cccc(-c2ccc(N3CCCCCC3)nn2)c1)c1ccc(F)cc1
[45] COc1ccc(-n2cnnc2SCC(=O)Nc2cccnc2Cl)cc1
[46] CCOC(=O)c1c(C)[nH]c(C(=O)OCc2c(C)noc2C)c1C
[47] Cc1cc(C)cc(N(CC(=O)Nc2ccccc2)C2=NC3CS(=O)(=O)CC3S2)c1 (centres undefined)
[48] CN1CCCN(C(=O)Cc2c(Cl)cccc2Cl)c2nc3ccccc3nc21
assay / compound | 41 | 42 | 43 | 44 | 45 | 46 | 47 | 48
TDP1 cell noCPT | -20% | -7% | -29% | -21%&5% | -18% | u | u | -22%
TDP1 inh | 7% | x | x | 2%&2% | 6% | 0% | 3% | 3%
DT40 TDP1 CPT | 4% | 5% | -13%[9.04 µM] | -24%&-14% | 4% | -37% | u | -20%

# From PubChem
